# p53 reactivator: qHTS assay for re-activators of p53 using a Luc reporter; H1299 p53-A138V BP100-luciferase reporter, luminescence, 24 h; Potency, µM (doses to about 92.2 µM), without a hit: top-dose activity change, positive = activation, usual class: activators; 0.063% of 320,000 active; note: % of control where 0% means no effect; nearly all actives have a fitted effect of over 45% in size
#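 p53-null H1299 cells stably carrying temperature-sensitive p53-A138V and a BP100-luciferase reporter were pinned with compounds (4-point, 1:5 series) and held 24 hrs at 37 deg C. Luminescence was read 10 min after detection reagent.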
# NPC1 prom act: qHTS Assay for NPC1 Promoter Activators; Huh7 NPC1 promoter luciferase reporter, 24 h; Potency, µM (series often up to 9.22 µM), without a hit: at the top dose activation, hits mostly activators; 2.4% of 320,000 active;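 note: % of control where 0% means no effect; nearly all actives have a fitted effect of over 60% in size; reporter is driven by a mutant NPC1 promoter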
#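 Stable NPC1-promoter luciferase Huh7 line; cpd (DMSO) 24 h, 37 °C, 5% CO2; Amplite luciferase reagent 10 min RT; luminescence readout. qHTS format.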
# RORgamma inh: qHTS for inhibitors of ROR gamma transcriptional activity | Drosophila S2 Gal4-RORgamma UAS-luciferase reporter, 20 h | Potency, µM (highest dose often 53.6 µM), for inactives: top-dose activity change, negative = inhibition, hits mostly inhibitors | AID 2551, 2010 | 5.4% of 310,000 active; note: % is set by controls: 0 for no effect and ±100 for the full control effect; nearly all actives have a fitted effect of over 60% in size
# Target sequence (P51450 whole entry, looked up, the tested form may be a part): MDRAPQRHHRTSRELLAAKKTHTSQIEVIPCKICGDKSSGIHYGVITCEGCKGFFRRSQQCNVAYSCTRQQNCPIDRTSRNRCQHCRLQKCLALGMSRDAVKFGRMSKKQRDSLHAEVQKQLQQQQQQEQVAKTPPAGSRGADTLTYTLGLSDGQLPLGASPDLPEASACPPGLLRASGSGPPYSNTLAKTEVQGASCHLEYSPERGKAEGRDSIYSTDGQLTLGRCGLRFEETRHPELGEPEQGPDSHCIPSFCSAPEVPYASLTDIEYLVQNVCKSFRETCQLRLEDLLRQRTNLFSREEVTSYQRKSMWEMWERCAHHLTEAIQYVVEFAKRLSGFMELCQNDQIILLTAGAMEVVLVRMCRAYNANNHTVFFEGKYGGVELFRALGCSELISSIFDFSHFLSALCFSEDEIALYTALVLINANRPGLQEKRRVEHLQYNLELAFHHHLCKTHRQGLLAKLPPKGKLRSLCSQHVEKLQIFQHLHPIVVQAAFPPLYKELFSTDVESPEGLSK
#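 Drosophila Schneider cells stably carrying a metallothionein-driven Gal4 DBD–ROR gamma fusion and a UAS-Photinus luciferase reporter were exposed to compound for 1 hr, then induced with copper sulfate (700 uM final) for 20 hr at ambient temperature before luminescence reading.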
# BRCA1 expr up: qHTS Assay to Identify Small Molecule Activators of BRCA1 Expression | MCF7-BRCA1-FFLuc reporter, luminescence, 48 h; response scale: scaled: vehicle 0%, 10 µM genistein 100% | Potency, µM (doses to about 46.1 µM), for inactives: at the highest dose activation, actives largely listed as activators | 1.1% of 380,000 active | AID 624202, 2012; note: nearly all actives have a fitted effect of over 80% in size; some results filed as inactive show a strong effect at the top dose
#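 Using MCF7 cells harboring a BRCA1 firefly luciferase reporter, plated 2 h before compound pinning, the screen measured luminescence after 48 h incubation. Responses were normalized to DMSO and 10 microM genistein, then fitted for concentration-effect.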
# ELG1 genotox: qHTS screen for small molecules that induce genotoxicity in human embryonic kidney (HEK293T) cells expressing luciferase-tagged ELG1; HEK293T ELG1-luciferase reporter, luminescence, 16 h; Potency, µM (doses to about 46 µM), without a hit: at the highest dose activity change, positive = activation, actives largely listed as activators; 1.3% of 330,000 active; note: % of control where 0% means no effect; nearly all actives have a fitted effect of over 60% in size
#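 After overnight (16 hr) compound treatment at 37 °C, ELG1-luciferase HEK293T cells were lysed with ONE-Glo; luminescence quantified 30 min later at room temperature.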
# MBNL1 CUG block: qHTS Assay for Inhibitors of MBNL1-poly(CUG) RNA binding; Muscleblind-like protein 1 (Homo sapiens), Q9NR56; TR-FRET MBNL1-His/biotin-(CUG)12 binding, 665/545 ratio; Potency, µM (titrated, usually from 57.5 µM), for inactives: at the highest dose activity change, negative = inhibition, hits mostly inhibitors; 0.036% of 280,000 active; AID 2675, 2010; active = well fitted inhibition curve with a large enough effect in the signal ratio, with a control signal flat, not every such curve was filed as active; inconclusive = small, poorly fitted or top-dose-only effect, or effect the other way, or a change in a side signal; inactive = no such curve, though single readings can be large or run the other way; the % refers to the signal ratio; note: % is set by controls: 0 for no effect and ±100 for the full control effect
#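 Ratiometric TR-FRET (665 over 545 nm, excitation 340 nm) tracks disruption of MBNL1-His/biotin-(CUG)12 complex after 60 min at room temperature, with compounds at 92 nM to 58 uM final.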
# FLuc modulator: qHTS profiling assay for firefly luciferase inhibitor/activator using purifed enzyme and Km concentrations of substrates (counterscreen for miR-21 project); Luciferin 4-monooxygenase (Photinus pyralis), P08659; Potency, µM (titrated, usually from 57.5 µM), without a hit: top-dose activity change, negative = inhibition, usual class: inhibitors; purified FLuc, Km substrates, luminescence inhibition; 6.9% of 360,000 active; AID 588342, 2011;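 note: plate controls were vehicle for no effect and reference inhibitor for full effect; nearly all actives have a fitted effect of over 55% in size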
# Target sequence (P08659 whole entry, looked up): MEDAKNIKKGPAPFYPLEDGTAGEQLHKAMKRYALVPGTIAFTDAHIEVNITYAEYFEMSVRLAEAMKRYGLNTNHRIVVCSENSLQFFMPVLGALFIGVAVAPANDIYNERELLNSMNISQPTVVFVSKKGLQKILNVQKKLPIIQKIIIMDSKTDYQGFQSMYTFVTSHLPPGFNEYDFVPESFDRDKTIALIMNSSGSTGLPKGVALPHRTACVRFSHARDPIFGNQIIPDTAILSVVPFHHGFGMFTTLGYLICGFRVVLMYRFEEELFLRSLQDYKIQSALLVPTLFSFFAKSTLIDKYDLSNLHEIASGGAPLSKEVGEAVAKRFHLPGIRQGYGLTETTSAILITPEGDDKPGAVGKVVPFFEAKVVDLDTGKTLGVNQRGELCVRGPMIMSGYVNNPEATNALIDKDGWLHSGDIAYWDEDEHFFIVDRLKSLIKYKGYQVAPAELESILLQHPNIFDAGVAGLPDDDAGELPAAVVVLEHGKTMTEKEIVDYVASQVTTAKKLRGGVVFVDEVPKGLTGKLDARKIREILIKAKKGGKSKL
#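 Purified P. pyralis luciferase, 10 nM final, with Km-level 10 uM D-luciferin and 10 uM ATP in 50 mM Tris acetate pH 7.5, 10 mM Mg acetate, 0.01% Tween-20, 0.05% BSA; 6-point qHTS titration about 60 µM downward; luminescence read.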
# uPA generation: qHTS for Inhibitors of Cell Surface uPA Generation; cell surface uPA generation assay, qHTS; Potency, µM (top dose mostly 38.3 µM), for the others: top-dose activity change, negative = inhibition, actives largely listed as inhibitors; 0.31% of 330,000 active; AID 540303, 2011; active = well fitted inhibition curve with a large enough effect; inconclusive = small, poorly fitted or top-dose-only effect; inactive = no such curve, though single readings can be large or run the other way; tested in mouse RAW 264.7 cells; note: % is set by controls: 0 for no effect and ±100 for the full control effect; nearly all actives have a fitted effect of over 55% in size
# Gal4-VP16 FLuc: VP16 counterscreen qHTS for inhibitors of ROR gamma transcriptional activity. Drosophila S2 Gal4-VP16 UAS-luciferase, luminescence, 20 h. Potency, µM (series often up to 53.6 µM), for inactives: at the highest dose activity, negative = inhibition, usual class: inhibitors. 3.5% of 310,000 active. AID 2546, 2010;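 note: Gal4-VP16 expression switched on by copper sulfate through the metallothionein promoter; % is set by controls: 0 for no effect and ±100 for the full control effect; nearly all actives have a fitted effect of over 50% in size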
# Rab9 prom act: qHTS Assay for Rab9 Promoter Activators. Huh7 Rab9 promoter-luciferase reporter, luminescence, 24 h. Potency, µM (top dose mostly 9.22 µM), inactives show at the top dose activation, negative = inhibition, most hits filed as activators. 2.8% of 320,000 active. AID 485297, 2010; note: % of control where 0% means no effect; nearly all actives have a fitted effect of over 60% in size
#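 Steps: seed 1500 Huh7 Rab9-luc cells per well, rest 2 h at 37 °C; add compound in DMSO; incubate 24 h; add luciferase reagent, 10 min ambient; read luminescence.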
# Active calls of the source: *; ? = inconclusive; . = not tested or not shown; & = joins results of further samples; [ ] = remark or other dose. Unless noted, calls come from the whole dose curve; as a rule, active = well fitted curve in the direction sought with a large enough effect; inconclusive = small, poorly fitted or top-dose-only effect, or another doubt; inactive = no such curve, though single readings can be large; an effect the other way counts as inactive or inconclusive. Potency is the fitted concentration of half-maximal effect.
nr | Structure | p53 reactivator | NPC1 prom act | RORgamma inh | BRCA1 expr up | ELG1 genotox
1 | COC(=O)C1=C(c2cccc3c2S(=O)(=O)c2ccccc2-3)C[C@@H]2CC[C@H]1N2C(=O)N1CCc2cc(OC)c(OC)cc2C1 | -17% | -4% | . | -33% | -4%
2 | Cc1ccc(NC(=O)CN(C)CC(=O)Nc2cccc(F)c2)cc1[N+](=O)[O-] | -3% | -19% | ? | -47% | -7%
3 | CCC(COC(=O)NC)NC(=O)Oc1cccc(C)c1 (centres undefined) | 3% | -3% | 0% | 1% | 3%
4 | CC(C)(O)[C@H]1O[C@H]2CC[C@@]3(C)[C@@](O)(CC[C@H]4Cc5c([nH]c6ccccc56)[C@@]43C)C2=CC1=O | -6% | -1% | -27% | -19% | -9%
5 | O=C1NC(=O)N(c2cccc(Cl)c2)C(=O)/C1=C\c1ccc(Sc2nc3ccccc3[nH]2)o1 | -8% | -2% | 34% | 9% | 0%
6 | CC(=O)N1CCN(CCN=Cc2c(O)n(-c3ccc(F)cc3)c(=S)[nH]c2=O)CC1 | 10% | 1% | 12% | -2% | -7%
7 | CCC(C)n1c(O)c(C=Nc2cccc(C(F)(F)F)c2)c(=O)[nH]c1=S (centres undefined) | 1% | -1% | ? | -2% | 1%
8 | COc1ccc(OC)c(CC(=O)O)c1 | 23% | -1% | 14% | 0% | 0%
9 | COc1cc2c(cc1OC)-c1c(OC)c(OC)cc3c1[C@H](C2)N(C)CC3 | -4% | -4% | -7% | -15% | 0%
10 | CCCS(=O)(=O)N1CCC(C(=O)N2CCC3(CC2)OCCO3)CC1 | 10% | 1% | 18% | -2% | 0%
11 | CCOC(=O)c1c(-n2c(C)cc(/C=C3\C(=O)NC(=O)N(C)C3=O)c2C)sc2c1CCCC2 | -5% | 3% | 2% | -40% | -8%
12 | Cc1ccc(NC(=S)NCC2CCCO2)cc1 (centres undefined) | 14% | 20% | ? | 74% | ?
13 | COc1cc2c(C(=O)O)c(C)n(C)c2cc1Br | 1% | -10% | -4% | 14% | -3%
14 | Cc1ccc(-n2c(C)nc3ccccc3c2=O)cc1C | -6% | -1% | 22% | -15% | 2%
15 | Cc1[nH]c2ccccc2c1/C=N/O | 4% | 0% | ? | 10% | -6%

nr | MBNL1 CUG block | FLuc modulator | uPA generation | Gal4-VP16 FLuc | Rab9 prom act
1 | . | 1% | ? | . | -5%
2 | ? | -3% | 0% | 4.5µM* | -19%
3 | -9% | -2% | 4% | -5% | 7%
4 | -2% | 0% | 3% | -8% | 0%
5 | 36%[activator] | 24µM* | -6% | -1% | -1%
6 | 5% | -2% | 1% | 3% | 1%
7 | -6% | -1% | 8% | ? | -10%
8 | -10% | -7% | . | 1% | -3%
9 | -11% | 3% | ? | -18% | -5%
10 | 7% | -2% | 0% | -13% | -3%
11 | 3% | -5% | -1% | 2% | 0%
12 | -4% | ? | -7% | ? | 22%
13 | -9% | -16% | -3% | 3% | -1%
14 | -3% | 1% | ? | 3% | 0%
15 | -1% | 0% | . | -1% | 4%

# Other compounds:
nr | Structure | p53 reactivator | NPC1 prom act | RORgamma inh | BRCA1 expr up | ELG1 genotox
16 | O=S(=O)(c1ccc(F)cc1)N1CN2CCN(C2)C1 | . | -6% | -23% | 13% | 0%
17 | COC(=O)C1=C(c2cccc(OCc3ccccc3)c2)C[C@@H]2CC[C@H]1N2C(=O)NCc1ccc(C(F)(F)F)cc1 | -3% | -8% | . | -48% | -2%
18 | COP(=O)(OC)c1nc(-c2ccc([N+](=O)[O-])cc2)oc1N1CCCCC1 | 2% | 1% | 25% | 0% | -3%
19 | CCC(=O)c1ccc(OC(=O)N(C)c2ccccc2)cc1 | ? | 2.8µM* | 25% | 61% | 15µM*
20 | CCOc1ccccc1-n1c(O)c(C=NCc2ccc3c(c2)OCO3)c(=O)[nH]c1=O | -6% | -6% | 7% | 7% | 1%
21 | FCCN(CCF)c1cccc(Cl)c1 | 1% | 0% | 11% | -4% | 3%
22 | C=CC[C@@H](CC(=O)N(CCO)Cc1ccccc1)C(=O)N[C@@H](COC(=O)[C@@H](CC=C)Cc1ccc(F)cc1)Cc1ccccc1 | 5% | . | . | -47% | -9%
23 | Cc1ccc(C2SCC(=O)Nc3c2c(=O)[nH]n3C2CCOC(C)(C)C2)cc1 (centres undefined) | -2% | -2% | 40% | -7% | 0%
24 | Cc1nn(Cc2ccccc2)c(Cl)c1C(=O)OCC(=O)NCC1CCCO1 (centres undefined) | -3% | -1% | 5% | 2% | -8%
25 | CC(NCC#Cc1ccccc1)C(O)c1ccccc1 (centres undefined) | -7% | -4% | -7% | -23% | 3%
26 | COC(=O)C1C2c3ccccc3OC1(C)N=c1s/c(=C/c3cnn(C)c3C)c(=O)n12 (centres undefined) | 15% | -3% | 0% | -6% | 2%
27 | O=c1cccc2n1CC1CC2CN(S(=O)(=O)c2ccc(F)cc2)C1 (centres undefined) | -3% | 0% | 4% | 2% | -7%
28 | CCCCOC(=O)c1ccccc1C(=O)OCCCC | -1% | -2% | 10%&27% | -7% | 1%
29 | CC(C)CC(C)N (centres undefined) | -6% | 2% | -11% | 0% | 3%
30 | COC(=O)C1=C(c2c(C)noc2C)C[C@@H]2CC[C@H]1N2C(=O)N1CCC(O)CC1 | 5% | -2% | . | 0% | 5%

nr | MBNL1 CUG block | FLuc modulator | uPA generation | Gal4-VP16 FLuc | Rab9 prom act
16 | -8% | 5% | 21% | -7% | -1%
17 | . | -1% | ? | . | -3%
18 | ? | 3% | 3% | 18% | 8%
19 | -6% | ? | 1% | 26%[10 µM] | 2.2µM*
20 | -1% | 3% | 7% | 11% | 6%
21 | -9% | 3% | 2% | 0% | -1%
22 | . | . | -30% | . | .
23 | -5% | -1% | 4% | -3% | -4%
24 | 0% | -3% | 7% | -9% | -4%
25 | 3% | 4% | -6% | 24% | -5%
26 | 18% | 3% | 0% | 14% | -1%
27 | -8% | 2% | 5% | -17% | -5%
28 | . | 2% | -3% | 1%&-9% | -5%
29 | . | 4% | 4% | 6% | 2%
30 | . | 3% | 9% | . | 1%

# Additional results
nr | Structure | p53 reactivator | NPC1 prom act | RORgamma inh | BRCA1 expr up | ELG1 genotox
31 | COc1ccc(C(=O)C2CCCN(Cc3cnc(C)s3)C2)cc1OC (centres undefined) | 1% | 0% | 3% | -13% | 6%
32 | Cc1ccc(C2=NN(CCC(=O)N3CCC4(CC3)OCCO4)C(=O)CC2)cc1 | 4% | 0% | 9% | 5% | 0%
33 | CC1=NN=C(c2ccc(N)cc2)c2cc3c(cc2C1)OCO3 | -6% | -3%[46.1 µM] | -9% | 5%&0% | 0%
34 | CCCCn1c(O)c(C(C)=NCC2CCCO2)c(=O)[nH]c1=O (centres undefined) | -8% | -2% | -6% | 8% | -1%
35 | O=C(/C=C/c1cccc([N+](=O)[O-])c1)Nc1ccccn1 | 0% | ? | ? | ? | 16%
36 | O=C(c1ccc2c(c1)OCO2)N1CCC2(CC1)OCCO2 | -1% | -2% | 7% | 9% | 0%
37 | COc1ccc(NC2(C#N)CCCCC2)cc1 | 5% | -3% | -11% | -6% | 14%
38 | CC(Cc1ccccc1Sc1ccccc1)N(C)C (centres undefined) | -7% | 0% | -8% | -26% | -2%
39 | Cc1[nH]c2ccccc2c1C(=O)C(=O)N1CC2CC(C1)c1cccc(=O)n1C2 (centres undefined) | 2% | 0% | -3% | 9% | 3%
40 | CN(C)[C@@H]1C(=O)C(C(N)=O)=C(O)[C@@]2(O)C(=O)C3=C(O)c4c(O)ccc(Cl)c4[C@@](C)(O)[C@H]3C[C@@H]12 | . | 2% | -21% | -11% | -1%
41 | O=C(O)c1ccccc1-c1ccc(C=C2C(=O)N(c3ccccc3)C(=S)N(c3ccccc3)C2=O)o1 | . | 6% | -24% | -47% | 5%

nr | MBNL1 CUG block | FLuc modulator | uPA generation | Gal4-VP16 FLuc | Rab9 prom act
31 | -3% | 0% | -1% | 1% | -1%
32 | 2% | 0% | 1% | 3% | 2%
33 | . | 3% | 6% | 2% | -1%[46.1 µM]
34 | -4% | 3% | 5% | 6% | -7%
35 | 8% | -1% | ? | ? | 2.8µM*
36 | -5% | 4%[2.3 µM] | . | -1% | -4%
37 | -11% | -20% | 7% | 8% | 8%
38 | -22% | 10% | 1% | -3% | -3%
39 | 5% | 6% | 1% | 7% | 2%
40 | ? | 15% | -7% | -9% | -7%
41 | 20% | ? | ? | -1% | 3%

# Some of the compounds tested; the hit share may differ from the screen's.
